# Granule exo inh = blocks lytic granule exocytosis | TALL-104 LAMP-1 surface exposure, flow cytometry; cells stimulated with thapsigargin and PMA | inhibition, % at 10 µM | 0.66% of 360,000 active | AID 651702;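 active means inhibition above about 55%, limit read from the data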
# Vif inh = HIV Vif inhibition | 0.35% of 340,000 active | inhibition, % at 7.49 µM | AID 602346 | HEK293T cells, Vif self-association by quenched fluorescence, imaging, 24 h; in the data active means inhibition above about 50%, passing the limit was not always enough; further: some results filed as inactive read as strong as hits
# aDG glyco up = increases alpha dystroglycan glycosylation; Pro5-aDG cells, alpha-DG glycosylation AlphaScreen (IIH6); 0% Pro5, 100% B10-LARGE cell signal; activation, % at 10 µM; 0.22% of 360,000 active;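 active means activation of at least 8% versus controls, or a plate z-score of at least 8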;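 further: Pro5 are CHO cells carrying HIG-tagged alpha-DG that lacks glycosylation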
# MC4R barr agon = human MC4R agonism via beta-arrestin. U2OS MC4R beta-arrestin complementation, luminescence; percent of melanotan II response, DMSO zero. 0.98% of 360,000 active. activation, % at 8.9 µM;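 active means activation above a per-plate cutoff, the mean activation of sample wells on that plate plus 3 SD, cut at about 8% in these data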
# TLR9-MyD88 inh = TLR9-MyD88 interaction inhibition. CHO BLA complementation TLR9-MyD88, CCF4 FRET ratio. AID 504734. Q9NR96+Q99836. 0.21% of 340,000 active. inhibition, % at 4.98 µM;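 active means inhibition above the mean over all tested compounds plus 3 SD, cut at about 21% in these data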;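 further: 0% = DMSO only wells and 100% = clavulanate BLA inhibitor control wells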
# ABCB6 inh 2 = human ABCB6 transporter inhibition. Q9NP58. K562-ABCB6 porphyrin accumulation, flow cytometry, 1 h; hits give low values. fluorescence ratio to DMSO, % at 10 µM. 0.19% of 360,000 active;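 active means fluorescence ratio to DMSO below 75%, the collection mean minus 3 SD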;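 further: signal is porphyrin accumulated inside mitochondria; 100% equals median channel fluorescence of DMSO control wells; lower ratio means ABCB6 inhibition with less porphyrin fluorescence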
# Glyco luc inh = blocks N-linked glycosylation in D54 reporter cells; reporter increase, % at 12.5 µM; D54 ERlucT glycosylation luciferase reporter, 24 h; percent of 100 nM tunicamycin response; 0.23% of 360,000 active;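 active means mean luciferase reporter signal, scaled so untreated is 0 and the glycosylation-blocking control 100, at or above a set limit in every replicate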;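 further: luciferase carries N-glycosylation sites so blocking glycosylation raises the light; 0% = median of neutral control wells and 100% = median of 100 nM tunicamycin wells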
# NOD2-RIPK2 inh = NOD2-RIPK2 protein interaction inhibition. O43353. CHO BLA complementation NOD2-RIPK2, CCF4 ratio. inhibition, % at 4.98 µM. 0.38% of 360,000 active. AID 624267; in the data active means inhibition above about 21%;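 further: 0% = vehicle only and 100% = reference blocker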
# ABHD5 PLIN5 PPI = blocks binding of human ABHD5 to perilipin-5. Q00G26+Q8WTS1. AID 602281. inhibition, % at 4 µM. 0.78% of 360,000 active. Split G. princeps luciferase complementation, luminescence, 4 h;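 active means inhibition above the mean inhibition across every tested compound plus 3 SD, cut at about 22% in these data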;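 further: 0% = DMSO only wells and the 100% control is not disclosed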
# Target sequence (Q00G26 whole entry, looked up): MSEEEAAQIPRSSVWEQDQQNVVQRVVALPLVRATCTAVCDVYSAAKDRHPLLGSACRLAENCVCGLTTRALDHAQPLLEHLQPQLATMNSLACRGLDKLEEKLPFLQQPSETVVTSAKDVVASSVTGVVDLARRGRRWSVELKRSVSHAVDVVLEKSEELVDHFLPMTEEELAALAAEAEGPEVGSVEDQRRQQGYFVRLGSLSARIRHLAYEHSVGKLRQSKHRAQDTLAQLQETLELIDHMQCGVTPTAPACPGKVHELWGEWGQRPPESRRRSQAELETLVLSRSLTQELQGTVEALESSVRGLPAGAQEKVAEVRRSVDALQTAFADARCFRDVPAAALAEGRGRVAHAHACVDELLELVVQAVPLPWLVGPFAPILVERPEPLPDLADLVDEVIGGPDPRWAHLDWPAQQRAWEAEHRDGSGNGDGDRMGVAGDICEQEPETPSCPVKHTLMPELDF
# Target sequence (Q8WTS1 whole entry, looked up): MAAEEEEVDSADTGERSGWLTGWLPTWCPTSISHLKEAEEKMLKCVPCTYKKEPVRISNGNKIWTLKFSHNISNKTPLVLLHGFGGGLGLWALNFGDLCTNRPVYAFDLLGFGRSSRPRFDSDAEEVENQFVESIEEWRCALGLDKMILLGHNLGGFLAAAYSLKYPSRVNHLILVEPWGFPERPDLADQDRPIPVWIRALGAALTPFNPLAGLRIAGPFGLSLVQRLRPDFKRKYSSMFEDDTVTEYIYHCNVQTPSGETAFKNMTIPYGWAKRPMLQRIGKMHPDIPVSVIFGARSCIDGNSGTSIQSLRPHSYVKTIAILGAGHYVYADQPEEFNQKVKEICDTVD
# MC4R antagonist = blocks human MC4R cAMP signaling | P32245 | AID 540295 | MC4R-expressing cells, MTII-stimulated cAMP, LANCE TR-FRET | 0.48% of 360,000 active | inhibition, % at 6.5 µM;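 active means inhibition above its plate's cutoff, the mean of tested wells on that plate plus 3 SD, cut at about 29% in these data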;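 further: 0% = Melanotan II alone and 100% = Melanotan II plus saturating MCL0020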
#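 system = U2OS cells with stable human MC4R expression | also added = Melanotan II challenge after compound preincubation | dosing = one concentration, 6.5 µM nominal | incubation = compound 30 min, challenge 1 h, detection 1 h | measured by = TR-FRET with Eu-cAMP and labeled anti-cAMP, 671 nm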
# * marks the source's active call; other numbers are inactive results; x = not tested or not shown.
# Values run as follows: Granule exo inh	Vif inh	aDG glyco up	MC4R barr agon	TLR9-MyD88 inh	ABCB6 inh 2	Glyco luc inh	NOD2-RIPK2 inh	ABHD5 PLIN5 PPI	MC4R antagonist
O=C(CCC(=O)c1cccs1)NCc1ccc(Cl)cc1
→ 5.8	2.2	0.0	0.7	3.0	108.0	0.2	-3.9	-4.5	-4.4
COc1ccc(OCc2cc(=O)[nH]c3ccccc23)cc1
→ -23.7	5.4	0.0	-3.3	-0.9	93.0	-3.8	-5.6	2.7	6.6
COc1ccc(N2CCN(Cc3cc(=O)oc4ccc(C)cc34)CC2)cc1
→ -1.8	1.2	0.0	-1.7	2.1	108.0	-2.3	3.1	5.9	-4.7
CN(C(=O)CS(=O)(=O)c1cccc(Cl)c1)c1ccccc1
→ 5.2	3.7	-0.4	-2.6	-2.8	108.0	-2.9	-9.9	-3.2	-2.0
N#Cc1ccc(C(=O)Nc2cc(S(=O)(=O)N3CCOCC3)ccc2N2CCCC2)cc1
→ -2.0	-5.4	-0.1	-0.7	6.6	87.0	4.9	-4.3	3.4	3.8
COc1cccc(CN2CCNC(=O)C2CC(=O)NC2CCCCCCC2)c1 (stereo not given)
→ 4.0	-8.2	-0.1	2.1	-0.4	96.0	0.4	-6.8	13.0	0.4
CCOC(=O)C1CCCN(c2nc3ccccc3nc2C(C#N)C(=O)OC(C)COC)C1 (stereo not given)
→ -2.4	5.5	0.0	-2.0	3.8	89.0	1.5	11.3	0.0	9.5
CCOC(=O)C1C(=O)C=C(Nc2ccccc2F)CC1c1ccccc1 (stereo not given)
→ 7.8	3.9	-0.2	-1.1	-7.4	100.0	-3.2	4.4	-0.5	15.7
O=C(NCCCN1CCOCC1)c1cc2c(s1)CCC2
→ -2.8	7.3	0.1	-2.4	-3.8	101.0	0.8	4.9	-0.5	0.3
CCCC(=O)N1c2ccccc2C(=C2SC(C(=O)OC)=C(C(=O)OC)S2)C(=S)C1(C)C
→ 0.5	6.9	-0.9	-1.6	-7.0	87.0	-15.0	-3.8	-5.9	1.2
COc1ccc(C)cc1Nc1n[n+](C)c(-c2ccc(O)cc2O)s1
→ 0.6	10.8	-0.2	-1.1	7.2	100.0	0.5	-3.5	-10.1	0.8
CN1C2CCC1CC(NC(=O)c1cccc(C(F)(F)F)c1)C2 (stereo not given)
→ 4.7	-1.9	0.0	0.1	0.5	98.0	2.3	-10.6	2.9	-4.3
CCOC(=O)CSc1ccc2nnc(-c3cccs3)n2n1
→ 0.0	4.9	9.1*	-1.0	-6.6	99.0	3.7	-6.2	1.1	-18.4
COc1ccc(Cn2c(O)c(C=Nc3ccc(O)cc3)c3ccccc3c2=O)cc1
→ 0.9	1.4	-0.3	-1.1	1.0	97.0	-5.6	10.0	-6.6	21.0
CCC1CCCCN1C(=O)CSc1nc2ccsc2c(=O)n1Cc1ccccc1 (stereo not given)
→ -5.2	-10.4	0.3	-1.4	0.1	93.0	1.6	-3.7	1.6	12.8
CC(=O)Nc1ccc(S(=O)(=O)Nc2ccc(Nc3ccccc3)cc2)cc1
→ 18.0	-3.8	0.0	1.1	2.5	97.0	-1.2	-1.1	-0.1	25.8
O=[N+]([O-])c1ccc(CN2C=NS(=O)(=O)c3ccccc32)cc1
→ -2.7	10.3	0.0	-3.4	5.7	126.0	-0.4	3.6	-2.6	6.8
COc1ccc(OC)c(NC(=O)c2nnn(CCc3ccccc3)c2N)c1
→ 5.2	16.0	-0.1	0.0	-10.9	103.0	-1.7	2.2	2.7	-4.9
CC(=O)Nc1ccc(NC(=O)CSc2nnc(CC(C)O)n2-c2ccccc2)cc1 (stereo not given)
→ 1.1	4.6	0.0	-1.1	6.5	94.0	1.9	2.7	2.0	2.3
CC(C)N1CCN(Cc2cccc(-c3ccco3)c2)CC1CCO (stereo not given)
→ -0.4	6.5	-0.2	-1.0	-3.1	93.0	-0.8	-7.3	9.8	6.9

# Compound profiles (already shown).
# Profile of O=C(NCCCN1CCOCC1)c1cc2c(s1)CCC2 → Granule exo inh: -2.8; Vif inh: 7.3; aDG glyco up: 0.1; MC4R barr agon: -2.4; TLR9-MyD88 inh: -3.8; ABCB6 inh 2: 101.0; Glyco luc inh: 0.8; NOD2-RIPK2 inh: 4.9; ABHD5 PLIN5 PPI: -0.5; MC4R antagonist: 0.3
# Profile of COc1ccc(OC)c(NC(=O)c2nnn(CCc3ccccc3)c2N)c1 → Granule exo inh: 5.2; Vif inh: 16.0; aDG glyco up: -0.1; MC4R barr agon: 0.0; TLR9-MyD88 inh: -10.9; ABCB6 inh 2: 103.0; Glyco luc inh: -1.7; NOD2-RIPK2 inh: 2.2; ABHD5 PLIN5 PPI: 2.7; MC4R antagonist: -4.9

# Next section.
# Values run as follows: Granule exo inh	Vif inh	aDG glyco up	MC4R barr agon	TLR9-MyD88 inh	ABCB6 inh 2	Glyco luc inh	NOD2-RIPK2 inh	ABHD5 PLIN5 PPI	MC4R antagonist
CC(=O)Nc1cccc(C)c1
→ 1.9	5.3	0.2	0.4	-0.4	96.0	0.5	2.0	-2.2	5.1
CN(C)/C=C/C=C1C(=O)CCCC1=O
→ -2.7	9.7	-0.1	1.0	3.7	95.0	2.1	-4.6	-1.3	4.0
CC(C)CSc1nsc(N)n1
→ 1.0	-5.2	-0.2	-0.3	1.4	95.0	4.3	-18.1	-0.5	-3.5
O=C(COc1ncnc2ccccc12)NC(=O)NCc1ccccc1
→ -0.1	-3.7	-0.1	-1.5	-3.6	101.0	2.8	-1.1	4.2	-3.4
Cc1c(NC2=CC(=O)CC(C)(C)C2)ccc([N+](=O)[O-])c1C
→ 2.9	4.9	-0.3	-0.8	-2.1	99.0	1.5	2.8	-2.7	-1.4
Fc1ccc(Oc2nc(-c3ccccc3)nnc2C(F)(F)F)cc1
→ 1.9	1.7	0.0	-0.7	-4.0	101.0	2.6	-9.7	1.2	11.6
CN(Cc1ccccc1)C(=O)COC(=O)CCN1C(=O)C2CC=CCC2C1=O (stereo not given)
→ -0.5	7.4	-0.1	-0.3	3.0	96.0	2.3	0.9	-3.7	5.0
O=C(NCC1CCCO1)c1ccccc1NS(=O)(=O)c1cccc([N+](=O)[O-])c1 (stereo not given)
→ -3.7	-4.4	-0.3	-1.4	-15.2	95.0	3.6	5.3	1.9	2.5
COc1ccc(NC(=O)c2ccc(F)cc2)cc1S(=O)(=O)Nc1cc(C)ccc1Br
→ -0.2	5.4	0.0	0.5	0.7	98.0	-0.6	6.7	7.6	-5.3
O=C(CCCOc1ccc(Cl)cc1Cl)NC(Cc1ccccc1)C(=O)O (stereo not given)
→ 0.5	-0.8	0.0	-0.5	5.5	102.0	2.7	5.3	6.7	10.2
O=C(c1cc(COc2ccc(F)cc2Cl)on1)N(CCO)Cc1cccs1
→ -14.7	-3.0	0.0	-3.6	-5.2	93.0	1.6	0.4	10.4	-0.1
Cc1ccc(Cl)c(OCC(=O)Nc2cccnc2)c1
→ -3.8	x	0.1	-2.9	-9.7	97.0	-3.3	-9.2	4.1	-2.5
Cc1ccc(-c2cc(C(=O)N3CCN(c4ccc(O)cc4)CC3)c3ccccc3n2)cc1
→ -6.1	2.0	-0.3	0.5	-19.9	95.0	-0.8	-0.1	-2.3	7.7
COc1ccccc1C(=O)NC1CCN(C(=O)Nc2ccc(C)cc2)CC1
→ 1.0	-0.2	0.0	-0.4	-6.6	102.0	4.4	-0.7	4.7	19.9
CCOc1ccc(CCNC(=O)CCOc2cc(C)ccc2C)cc1OCC
→ 5.6	-7.4	0.0	0.1	0.7	104.0	-0.8	-15.2	14.1	7.3
CSc1ncccc1C(=O)OCC(=O)NC(C)CCc1ccccc1 (stereo not given)
→ -0.2	-4.1	0.0	-1.6	1.8	98.0	0.3	-4.6	6.1	-6.2
Cc1ccc(S(=O)(=O)Nc2ccc3c(c2)OCCO3)cc1
→ -1.2	-14.3	-0.1	1.6	-6.8	104.0	-2.0	3.3	-1.9	3.7
COc1ccccc1-c1coc2c(CN3CCCCC3C)c(O)ccc2c1=O (stereo not given)
→ 5.0	-1.0	0.0	-1.5	8.1	105.0	-0.3	-3.4	-2.0	-0.8
Cc1cc(OCC(=O)N2CCN(c3cccc(Cl)c3)CC2)c2c(C)c(C)c(=O)oc2c1
→ 10.1	7.0	-0.1	-0.5	3.3	102.0	-0.4	-3.4	-11.1	2.5
COc1ccc(NC(=O)Nc2ccc(N3CCOCC3)c3nonc23)c(OC)c1
→ -2.7	6.8	-0.5	-3.0	11.2	140.0	0.9	3.4	-16.2	1.4
O=C(Cc1cccc2ccccc12)Nc1ccc(N2CCOCC2)cc1
→ 10.4	3.2	-0.2	-2.2	-14.6	101.0	7.1	-1.9	1.7	-1.3
CCC(=O)c1ccc(SC(=O)N(C)C)cc1O
→ 4.2	3.6	0.0	-0.7	-13.3	95.0	0.2	-16.8	-1.9	11.3
CCC(=O)Nc1cc(-c2cc3ccccc3oc2=O)ccc1OC
→ -6.3	3.9	0.2	-1.4	8.2	99.0	-3.9	4.8	-6.5	8.2
O=C(Nc1ccncc1)C1CCN(S(=O)(=O)c2c(Cl)cccc2Cl)CC1
→ -1.7	-6.5	0.6	-3.3	-0.1	97.0	1.0	2.6	-9.6	0.3
CCOc1ccccc1NC(=O)NNC(=O)COc1cccc(C)c1C
→ -1.3	x	0.0	-2.3	-7.0	94.0	3.4	-11.5	4.8	-2.0
COc1ccc(C(=O)N(CC(=O)NC(C)(C)C)c2ccc3c(c2)OCCO3)cc1OC
→ -2.2	7.2	0.2	-0.5	6.7	104.0	-1.3	-6.3	5.2	7.3
Cc1ccc(S(=O)(=O)N2CCOCC2)cc1C(=O)Nc1ccncc1
→ 0.2	3.1	0.0	-2.5	-4.9	95.0	-1.6	-8.1	-5.5	-4.7
Cc1cccc(N=C2NC(=O)/C(=C/c3cccnc3)S2)c1C
→ 2.8	2.3	0.0	-2.7	1.6	102.0	1.1	2.0	15.8	3.0
Cc1ccccc1CNC(=O)C(=O)Nc1nccs1
→ 1.7	1.4	-0.2	-5.1	-4.3	96.0	-0.4	7.9	-0.5	15.0
CC1(C)CC(CC(=O)Nc2ccccc2[N+](=O)[O-])C(=O)O1 (stereo not given)
→ 4.2	2.4	-0.1	-0.3	-8.6	101.0	2.2	6.4	2.3	13.9
COc1ccc(CC(=O)NNC(=O)COc2ccc(Br)cc2C)cc1OC
→ -2.0	-6.6	0.2	-0.4	4.9	95.0	1.0	-4.2	2.2	9.3
CCOC(=O)COn1c2c(c3c4no[n+]([O-])c4ccc31)CCCC2
→ 4.7	12.9	0.1	-0.4	-9.8	104.0	1.2	-6.8	6.8	6.8
CC(=C1C(=O)c2ccccc2C1=O)N1CCC(C(N)=O)(N2CCCCC2)CC1
→ -1.0	8.9	0.0	-0.4	0.7	98.0	-1.6	2.7	-9.4	-7.0
Cc1ccc(CN2C(=O)C(C)Oc3ccccc32)cc1 (stereo not given)
→ -0.5	-3.8	0.2	0.4	2.5	99.0	-2.6	-1.3	-1.4	2.1
COC(=O)[C@]1(Cc2ccccc2)N[C@H](CN(C)C(C)=O)[C@@H]2C(=O)N(C)C(=O)[C@@H]21
→ -0.1	15.9	0.0	-2.6	3.4	99.0	1.9	4.0	6.3	4.0
CN(C)CC(C)(C)CNC(=S)NCc1ccc2c(c1)OCO2
→ 7.4	-6.7	0.1	0.9	13.5	76.0	2.2	-2.0	-9.5	2.2

# High-throughput results from PubChem BioAssay.

# This is a subset; count on the stated rates, not on these rows.
